Assay outcomes (PubChem BioAssay)
hIAP activ: increases human intestinal alkaline phosphatase activity; AID 2524; activation factor at 10 µM; 330,000 tested, 0.16% active; purified human IAP, CDP-Star luminescence, 30 min; stronger effect = higher value; 1 = vehicle-only enzyme, 0 = enzyme-free background; P09923;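 active means activation factor of the enzyme at least 2-fold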; further: the source names both 10 and 20 µM as test concentration; values of inactives mirror those of a sister screen read the other way
HKDC1 inh: HKDC1 (human) hexokinase inhibition; recombinant HKDC1, G6PDH/diaphorase resazurin coupled fluorescence; 340,000 tested, 0.16% active; Q2TB90; inhibition, % at 20 µM; AID 493160;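 active means inhibition above about 35% when tested at 20 µM, limit read from the data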;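 further: plate controls were DMSO wells with enzyme for no effect and DMSO wells lacking enzyme for full effect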
Target sequence (Q2TB90 whole entry, looked up): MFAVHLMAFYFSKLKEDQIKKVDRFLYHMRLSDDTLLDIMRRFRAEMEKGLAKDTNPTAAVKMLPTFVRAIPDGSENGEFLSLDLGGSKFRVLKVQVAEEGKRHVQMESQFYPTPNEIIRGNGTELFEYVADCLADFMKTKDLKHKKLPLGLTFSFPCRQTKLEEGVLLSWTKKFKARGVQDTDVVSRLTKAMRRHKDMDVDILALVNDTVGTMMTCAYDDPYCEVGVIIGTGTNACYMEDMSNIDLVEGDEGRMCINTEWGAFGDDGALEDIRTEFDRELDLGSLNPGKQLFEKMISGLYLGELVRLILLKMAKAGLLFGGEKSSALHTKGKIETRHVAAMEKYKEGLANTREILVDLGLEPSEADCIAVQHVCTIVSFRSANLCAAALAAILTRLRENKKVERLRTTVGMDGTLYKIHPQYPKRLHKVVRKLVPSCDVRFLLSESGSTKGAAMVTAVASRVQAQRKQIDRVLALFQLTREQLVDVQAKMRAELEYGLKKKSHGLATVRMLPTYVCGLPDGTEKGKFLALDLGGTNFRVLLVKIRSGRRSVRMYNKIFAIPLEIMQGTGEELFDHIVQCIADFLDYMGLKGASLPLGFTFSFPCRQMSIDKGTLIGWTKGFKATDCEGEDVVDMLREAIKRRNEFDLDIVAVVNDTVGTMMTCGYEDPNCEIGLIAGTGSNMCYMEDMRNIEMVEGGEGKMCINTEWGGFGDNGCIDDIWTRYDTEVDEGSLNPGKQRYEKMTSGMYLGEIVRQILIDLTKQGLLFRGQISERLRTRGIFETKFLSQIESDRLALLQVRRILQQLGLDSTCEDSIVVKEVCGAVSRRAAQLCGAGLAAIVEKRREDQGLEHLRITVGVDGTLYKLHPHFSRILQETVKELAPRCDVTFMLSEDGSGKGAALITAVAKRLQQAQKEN
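Assay system: recombinant HKDC1 hexokinase; detection: coupled resazurin fluorescence, excitation 525 nm, emission 613 nm; benchmarks: DMSO-plus-enzyme-mix negative control, buffer-substituted positive control; compound dosing: single 20 µM dose; schedule: 90 min at room temperature in dark; also added: glucose plus 1 mM ATP as hexokinase substrates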
APOBEC3A inh: human APOBEC3A DNA deaminase inhibition; inhibition, % at 20 µM; 330,000 tested, 0.41% active; recombinant A3A, FAM/TAMRA ssDNA deamination fluorescence; P31941;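 active means at least 40% inhibition at 20 µM here, with at most 30% in a related deaminase screen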;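 further: plate controls were A3A with DMSO for no effect and wells lacking A3A enzyme for full effect; some results filed as inactive read as strong as hits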
ATG4B inhibitor: ATG4B (human) cysteine protease inhibition. 340,000 tested, 0.51% active. ATG4B cleavage of LC3-PLA2, NBD-HPC fluorescence, 1 h. Q9Y4P1. inhibition, % at 8.33 µM; in the data active means inhibition above about 40%
PfG6PD inh: PfG6PD (Plasmodium falciparum) enzyme inhibition | inhibition, % at 20 µM | 350,000 tested, 0.78% active | PfGluPho enzyme, NADPH resazurin-diaphorase fluorescence;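 active means inhibition reaching at least a set limit at 20 µM in the primary screen, cut at about 59% in these data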;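 further: 0% = DMSO wells with substrate and 100% = DMSO wells lacking glucose-6-phosphate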
hIAP block: blocks human intestinal alkaline phosphatase. P09923. purified IAP, CDP-Star luminescence, 30 min. inhibition, % at 10 µM. 330,000 tested, 0.12% active. AID 2544;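 active means inhibition reaching a set limit with compound at 10 µM in the primary screen, cut at about 35% in these data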;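 further: plate controls were DMSO wells with enzyme for no effect and no-enzyme buffer wells for full effect; values of inactives mirror those of a sister screen read the other way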
mIAP activ: mouse IAP activation | AID 2805 | 330,000 tested, 0.24% active | activation factor at 10 µM | muIAP, CDP-Star luminescence, 30 min; stronger effect = higher value; 1 = vehicle-only enzyme signal, 0 = enzyme-free wells;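 active means activation factor of at least 2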; further: the source names both 10 and 20 µM as test concentration; values of inactives mirror those of a sister screen read the other way
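System: Mouse IAP enzyme | Also added: CDP-Star substrate | Dosing: Compounds dispensed in DMSO | Schedule: 30 min enzyme-substrate-compound incubation at room temperature | Technique: Chemiluminescence readout | Control set: DMSO-only wells and no-enzyme negative control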
mIAP inh: blocks mouse intestinal alkaline phosphatase. inhibition, % at 10 µM. AID 2806. 330,000 tested, 0.2% active. purified mouse IAP, CDP-Star luminescence, 30 min;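 active means inhibition of at least 40% at 10 µM in the primary screen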;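 further: plate controls were DMSO with enzyme for no effect and no enzyme wells for full effect; values of inactives mirror those of a sister screen read the other way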
An asterisk follows results filed as active. Not a hit list. Share with any hit: about 2.4%.

nr	HKDC1 inh	PfG6PD inh	mIAP inh	APOBEC3A inh	ATG4B inhibitor	hIAP activ	mIAP activ	hIAP block	SMILES
1	-3.6	2.5	2.8	-6.5	-0.2	1.26	0.972	-26.3	COc1ccc(-c2nc(CS(=O)CC(=O)NC3CCCCC3)c(C)o2)cc1 (stereo not given)
2	-4.8	-8.2	4.6	-1.2	-2.5	1.07	0.954	-6.7	O=C(Nc1ccc(N2CCOCC2)cc1)C1CCN(S(=O)(=O)c2ccc3c(c2)OCCO3)CC1
3	-7.3	34.0	4.1	1.4	4.8	0.903	0.959	9.7	Cc1ccccc1-c1cn(-c2ccccc2)c(=S)[nH]1
4	-3.2	-21.1	-3.0	0.0	-2.5	1.02	1.03	-2.0	Cc1nc2nc[nH]n2c(=O)c1NS(=O)(=O)c1ccc(C(C)(C)C)cc1
5	0.6	15.0	-18.7	-5.6	18.4	0.965	1.19	3.5	Cc1ccc(NC(=S)NCc2ccccc2)cc1C
6	0.8	-1.4	4.5	-0.1	-8.3	0.752	0.955	24.7	O=C(CSc1nnc(Cc2ccccc2)n1C1CCCCC1)N1CCOCC1
7	-1.7	-3.5	-7.2	-2.4	-5.4	0.814	1.07	18.6	CCOc1ccc(OCC)c(C2C(C#N)=C(N)N(c3cccnc3)C3=C2C(=O)CC(C)(C)C3)c1 (stereo not given)
8	3.0	-5.7	-11.2	1.0	5.1	0.98	1.11	2.0	COc1cc(N)c(Cl)cc1C(=O)OCC(=O)NCC1CCCCC1
9	5.7	27.8	-10.4	-9.4	-6.6	0.988	1.1	1.2	CC1(C)CC2(CC(c3ccccc3)c3ccc(O)cc3O2)NC(=S)N1 (stereo not given)
10	-0.9	48.0	-4.9	1.9	-1.4	1.04	1.05	-4.5	CC(=O)Nc1cccc(C(=O)/C=C/c2ccco2)c1
11	-2.9	27.0	-10.3	0.2	-0.8	0.89	1.1	11.0	Cc1ccc(C2CC(c3ccccc3)=NN2c2ccccc2)o1 (stereo not given)
12	1.1	-10.7	17.6	-5.0	22.1	1.01	0.824	-1.3	CCN(CCN1CCCC1)C(=O)c1cc(COc2ccccc2SC)on1
13	0.8	33.7	-20.8	-0.9	-14.2	0.782	1.21	21.8	CCOc1ccc(-c2nnn(CC(=O)NCCc3c[nH]c4ccccc34)n2)cc1
14	-1.6	-0.7	-12.8	4.4	-19.2	1.19	1.13	-19.2	CCn1c2ccccc2c2cc(NC(=O)CN(C)CC(=O)Nc3ccc(N4CCOCC4)cc3)ccc21
15	-9.1	-7.7	-3.8	3.1	11.3	1.12	1.04	-11.8	CC(NC(=O)c1ccc2c(c1)OCCO2)c1ccc(S(N)(=O)=O)cc1 (stereo not given)
16	-0.2	-22.9	-2.5	-1.7	6.5	1.46	1.02	-45.6	O=C(COc1ccc(Br)cc1)NNC(=S)NCc1ccccc1
17	4.1	-15.3	19.0	0.8	-4.8	0.924	0.81	7.6	O=Nc1ccc(NOC(=O)c2ccccc2Br)cc1
18	-5.5	17.1	-6.4	1.4	3.2	1.16	1.06	-16.3	COc1ccccc1CNC(=O)C1CCC1
19	-3.0	21.7	-11.1	-3.2	-9.8	0.921	1.11	7.9	Cc1ccc(NC(=O)c2ccccc2Cl)c(Cl)c1
20	-4.0	-12.4	-7.1	4.3	20.2	1.01	1.07	-1.1	CCc1nnc(NC(=O)CSc2nc(-c3ccccc3)cc(-c3ccc(OC)cc3)c2C#N)s1
21	-9.3	-17.3	5.4	-13.7	-9.3	1.01	0.946	-1.1	COc1ccc(CCNC(=O)CCn2cccc2)cc1OC
22	6.2	-1.0	13.6	16.4	20.7	0.97	0.864	3.0	O=C(CSc1ccsc1[N+](=O)[O-])N1CCN(c2ccc(Cl)cc2)CC1
23	4.2	-6.5	-4.6	-0.4	-0.7	1.15	1.05	-15.4	COc1cc(/C=N/NC(=O)CCc2n[nH]c(=O)[nH]c2=O)cc(OC)c1OC
24	-13.1	5.3	4.4	-2.7	0.6	0.968	0.956	3.2	O=C(NCCN1CCOCC1)c1cc2ccccc2[nH]1
25	4.5	28.3	2.0	-2.7	0.9	1.13	0.98	-13.1	COc1ccc(O)c(CN2CCC(n3nccc3NC(=O)C3CCCC3)CC2)c1
26	4.8	7.7	0.8	-2.3	-8.4	0.786	0.992	21.4	CCN(C(=O)COC(=O)c1cccc(S(=O)(=O)NCc2ccccc2)c1)c1ccccc1
27	-1.1	17.3	-9.1	-2.5	1.5	1.1	1.09	-9.9	CCC(Sc1nc(=O)cc(N)n1CCc1ccccc1)C(=O)Nc1cc(C)on1 (stereo not given)
28	4.7	-3.0	-5.7	3.2	-3.7	0.84	1.06	16.0	O=C(CN1CCCc2ccccc21)NC(=O)NCc1ccco1
29	-8.3	-47.5	-7.8	-0.7	-1.7	0.982	1.08	1.8	CCc1ccccc1N(C)S(=O)(=O)c1ccc2[nH]cc(C(=O)O)c(=O)c2c1
30	-3.4	-7.8	-3.5	-1.7	-11.9	0.913	1.03	8.7	Cc1ccc(-c2nnn(CC(=O)N(c3ccc(F)cc3)C(C(=O)NC(C)(C)C)c3ccco3)n2)o1 (stereo not given)
31	-5.6	6.9	-0.6	1.0	-1.1	0.956	1.01	4.4	CCOC(=O)N1CCN(C(=O)C2CCN(C(=O)c3cc(OC)cc(OC)c3)CC2)CC1
32	-5.7	-11.6	7.8	-4.3	4.2	1.32	0.922	-31.9	CC(NC(=O)CN1CCN(c2ccccc2F)CC1)c1ccccc1 (stereo not given)

Brought forward from above: 4 entries; new compounds follow.
nr	HKDC1 inh	PfG6PD inh	mIAP inh	APOBEC3A inh	ATG4B inhibitor	hIAP activ	mIAP activ	hIAP block	SMILES
29	-8.3	-47.5	-7.8	-0.7	-1.7	0.982	1.08	1.8	CCc1ccccc1N(C)S(=O)(=O)c1ccc2[nH]cc(C(=O)O)c(=O)c2c1
30	-3.4	-7.8	-3.5	-1.7	-11.9	0.913	1.03	8.7	Cc1ccc(-c2nnn(CC(=O)N(c3ccc(F)cc3)C(C(=O)NC(C)(C)C)c3ccco3)n2)o1 (stereo not given)
31	-5.6	6.9	-0.6	1.0	-1.1	0.956	1.01	4.4	CCOC(=O)N1CCN(C(=O)C2CCN(C(=O)c3cc(OC)cc(OC)c3)CC2)CC1
32	-5.7	-11.6	7.8	-4.3	4.2	1.32	0.922	-31.9	CC(NC(=O)CN1CCN(c2ccccc2F)CC1)c1ccccc1 (stereo not given)
33	3.0	-18.4	-10.8	5.4	-6.3	1.6	1.11	-59.6	NC(=S)NNC(=O)/C(=C/c1ccc(Br)cc1)NC(=O)c1ccccc1
34	-5.5	-18.7	6.7	-1.4	2.8	1.1	0.933	-9.8	O=C(CC1CCCCC1)OCn1nnc2ccccc2c1=O
35	3.2	-3.9	5.0	-3.4	-13.4	0.934	0.95	6.6	Cc1ccccc1NC(=O)N1C2CCCC1CC(NC(=O)C1CC1)C2 (stereo not given)
36	-3.1	7.5	7.0	0.6	-13.4	1.06	0.93	-5.7	COc1ccccc1-c1c(C(F)(F)F)oc2cc(OC(=O)c3ccc([N+](=O)[O-])cc3)ccc2c1=O
37	5.6	3.0	0.0	-2.0	-3.8	0.903	1	9.7	Cc1c(S(=O)(=O)N2CCc3ccccc3C2)c(=O)n(C)c(=O)n1C
38	-4.2	-6.7	2.9	-5.1	-1.8	1.08	0.971	-8.4	NS(=O)(=O)c1ccc(NC(NC(=O)c2cccnc2)C(Cl)(Cl)Cl)cc1 (stereo not given)
39	-3.8	4.7	-8.3	-6.1	-18.2	1.02	1.08	-2.1	Cc1ccccc1OCC(=O)Nc1ccc2oc(=O)ccc2c1
40	-1.8	-8.4	-5.8	3.6	10.2	1.18	1.06	-18.2	N/C(COc1cc(Cl)cc(Cl)c1)=N\O
41	-4.2	5.8	-6.6	2.5	-5.9	1.04	1.07	-4.2	CCn1c(SCC(=O)NCc2ccco2)nnc1C(C)C
42	-4.0	-18.2	-12.5	18.8	-4.0	0.992	1.12	0.8	COc1ccc(NC(=O)COC(=O)CCc2ccc(S(=O)(=O)N3CCOCC3)cc2)cc1Cl
43	-2.4	45.3	4.4	-0.6	-8.1	1.08	0.956	-8.2	Cc1nc(Sc2nnnn2-c2ccccc2)c(C#N)c(C)c1C
44	5.1	-0.7	2.4	-1.5	-8.2	1.02	0.976	-1.6	Cc1c(C(=O)OCC(=O)N(CC(C)C)c2c(N)n(Cc3ccccc3)c(=O)[nH]c2=O)oc2ccccc12
45	-0.5	-24.2	-2.6	-4.8	6.7	0.972	1.03	2.8	COc1cc(C(=O)OCC(=O)NC(C)CCc2ccccc2)cc(OC)c1OC (stereo not given)
46	-2.3	3.8	-2.6	-2.8	-6.5	0.829	1.03	17.1	CC1(C)CC(=O)C(C2=NC3(CCCCCC3)Cc3ccccc32)=C(O)C1
47	-3.9	5.5	4.7	-1.9	-0.2	1.01	0.953	-1.2	O=C(O)CCC(=O)Nc1sc2c(c1C(=O)NCc1ccccc1)CCCC2
48	2.1	10.2	4.8	2.8	-9.6	1.22	0.952	-21.7	CC1CCc2nc(NC(=O)CN3CCN(c4ccc(F)cc4)CC3)sc2C1 (stereo not given)
49	0.5	8.9	10.2	6.2	-1.2	0.842	0.898	15.8	Cc1ccc(Nc2ccc(N)cc2S(=O)(=O)O)cc1
50	2.7	-5.3	-6.2	2.6	-10.2	1.01	1.06	-0.6	COc1ccc(/C=N/NC(=O)CNC(=O)c2ccc3c(c2)OCCO3)cc1OC
51	-1.3	-14.0	4.4	4.1	-4.0	0.986	0.956	1.4	CN(Cc1ccccc1)S(=O)(=O)c1ccc(Cl)c(C(=O)O)c1
52	-0.8	-9.4	4.5	-3.6	4.1	0.979	0.955	2.1	COc1ccc(-c2nc3n(c(=O)c2C#N)CCS3)c(OC)c1
53	-2.4	-12.1	2.7	-1.7	6.0	1.17	0.973	-17.4	CC1CC(C)CN(C(=O)c2nn(C)c3c2CS(=O)(=O)c2ccccc2-3)C1 (stereo not given)
54	-8.9	-3.1	-6.9	-2.6	-8.1	0.986	1.07	1.4	O=c1[nH]nc(N/N=C/c2ccccc2OC(F)F)c(=O)[nH]1
55	-15.5	-13.0	-32.1	4.2	-2.3	0.976	1.32	2.4	O=C(Nc1ccccc1C(=O)NC(Cc1ccccc1)C(=O)NC1CCCCC1)c1ccccc1 (stereo not given)
56	-1.0	6.0	0.6	-0.4	0.1	0.9	0.994	10.0	Cc1ccc(S(=O)(=O)CC(=O)NC(C)c2ccccc2)cc1 (stereo not given)
